Bioassay records deposited in PubChem by National Center for Advancing Translational Sciences (NCATS).
p53ts 32C kill: kills p53ts cells at the permissive temperature; H1299-p53A138V at 32C, ATP luminescence viability, 24 h; Potency, µM (doses to about 46.1 µM), inactives show top-dose activity change, negative = cytotoxicity, usual class: cytotoxic; 130,000 compounds, 0.93% hits; AID 924;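 note: 0% = DMSO and -100% = full killing by reference compound; nearly all actives have a fitted effect of over 55% in size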
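Viability by ATPlite luminescence after 24 h compound treatment (up to 46 uM) at the permissive 32C. Cells are H1299 carrying p53 A138V. Scale runs from DMSO basal to 100 uM tamoxifen as full kill; AC50 from Hill fits.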
p53ts 39C tox: kills p53ts cells at the nonpermissive temperature; 130,000 compounds, 1.5% hits; AID 902; Potency, µM (doses to about 46.1 µM), without a hit: at the top dose activity change, negative = cell killing, usual class: cytotoxic; H1299-p53A138V viability at 39C, ATP luminescence, 24 h; note: nearly all actives have a fitted effect of over 55% in size
IkB sig inh: IkB pathway inhibition in ABC-DLBCL cells | ABC-DLBCL IkBa-CBG/CBR dual luciferase ratio, 4 h; response scale: scaled: untreated 0%, proteasome inhibitor 100% | 110,000 compounds, 0.04% hits | Potency, µM (series often up to 57.1 µM), without a hit: at the highest dose IkBa stabilization activation; active = well fitted curve in the direction sought with a large enough effect in the signal ratio, not every such curve was filed as active; inconclusive = small, poorly fitted or top-dose-only effect, or a change in a side signal; the % refers to the signal ratio;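 note: the direction sought is a rising ratio; 0% = basal untreated cells and 100% = reference inhibitor full response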
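Luminescence ratio of IκBα-fused green versus native red beetle luciferase in OCI-Ly3 cells, 4 h post-doxycycline with compound; red signal alone, scaled from basal (0%) to zero light (-100%), flagged nonspecific or cytotoxic effects.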
Imprint erasure: genomic imprint erasure induction | mouse ES Peg3-LacZ reporter, beta-gal luminescence, 40 h | Potency, µM (titrated, usually from 60.7 µM), without a hit: at the highest dose activity change, positive = activation, actives largely listed as activators | 110,000 compounds, 0.02% hits;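 note: 0% = negative control wells on the plate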
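Gelatin-coated wells received 300 freshly trypsinized female ES cells with a Peg3LacZ-Neo reporter on the maternal allele, then incubated 40 hours at 37C. BetaGlo was added for 5 minutes at room temperature before a single luminescence read.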
Numbers without * were called inactive; ? = inconclusive; nt = no result given; [ ] = dose if it differs, or a comment. Unless noted, calls come from the whole dose curve; as a rule, active = well fitted curve in the direction sought with a large enough effect; inconclusive = small, poorly fitted or top-dose-only effect, or another doubt; inactive = no such curve, though single readings can be large; an effect the other way counts as inactive or inconclusive. Unless noted, % is set by controls: 0 for no effect and ±100 for the full control effect; potency is the fitted concentration of half-maximal effect.

nr	Molecule	p53ts 32C kill	p53ts 39C tox
1	Cc1ccc(C2CC2C(=O)NNC(=S)Nc2ccc(Cl)cc2)cc1 (stereo not drawn)	?	-13%
2	CCOC(=O)c1ccccc1NC(=O)Cn1c(=O)n(Cc2nc(-c3ccccc3)no2)c(=O)c2ccccc21	1%	4%
3	COc1ccc(S(=O)(=O)N(CC(=O)NCCSc2ccccc2)c2ccc(C)cc2)cc1	13%	1%
4	CCOC(=O)c1cnc(C(C)(C)C)[nH]c1=O	-5%	-1%
5	Cc1cnc(CNc2nc(-c3ccc(C(=O)N(C)C)cc3)nc3ccccc23)cn1	?	-26%
6	CC1(C)CC(=O)C=C(N2CCNCC2)C1	-5%	-7%
7	Nc1c(-c2nc(-c3cccs3)no2)nnn1-c1cccc(Cl)c1	5%	0%
8	O=c1cc(-c2ccc(O)c(O)c2)oc2ccccc12	-1%	9%

nr	IkB sig inh	Imprint erasure
1	nt	nt
2	?	-10%[10.9 µM]
3	?	-15%[10.9 µM]
4	2.8%	-5%
5	-3.5%[11.4 µM]	-26%
6	1.3%	-28%
7	0.5%	18%[10.9 µM]
8	nt	-49%[inhibitor]

As entered above:
#4 | IkB sig inh: 2.8%
#6 | Imprint erasure: -28%
#8 | p53ts 39C tox: 9%
#7 | Imprint erasure: 18%[10.9 µM]
#2 | Imprint erasure: -10%[10.9 µM]
#1 | p53ts 39C tox: -13%

New compounds follow.
nr	Molecule	p53ts 32C kill	p53ts 39C tox
9	COC(=O)c1ccccc1NC(=O)CSc1nnc(-c2cccc(NC(C)=O)c2)n1C	2%	4%
10	c1ccc(-c2nnc(SCc3nc4ccccc4[nH]3)o2)cc1	3%	4%
11	CCCCSCCCNC(=O)Nc1cccc(OC)c1	1%	1%
12	COC(=O)C/C=C\[C@@H](C)[C@@H](/C=N\OC[C@@H]1O[C@H](c2ccccc2)C=C[C@@H]1Oc1ccc(OC)cc1)NS(=O)(=O)c1ccc(C)cc1	3%[9.22 µM]	7%[9.22 µM]
13	CCOc1ccc(NC(=O)CN2CCN(C3CCCCC3)C(=O)C2=O)cc1	0%	?
14	O=C(O)c1ccc2nc(C(F)(F)F)[nH]c2c1	-6%	0%
15	N#Cc1c2n(c3c(=O)[nH]cnc13)CCCC2	3%	13%
16	CCOC(=O)C1CCCN(C(=O)c2cnn3c(C(F)F)cc(-c4ccc(C)cc4)nc23)C1 (stereo not drawn)	-3%	8%

nr	IkB sig inh	Imprint erasure
9	7.3%	1%
10	6.1%	-16%
11	4.0%	-22%
12	nt	nt
13	0.0%	-13%[10.9 µM]
14	1.4%	-16%
15	-1.3%	-8%
16	3.2%	-9%

Following part
nr	Molecule	p53ts 32C kill	p53ts 39C tox
17	CC1=C(C(=O)Nc2ccccn2)C(c2ccc(Br)cc2)n2ncnc2N1 (stereo not drawn)	1%	-20%
18	CCOc1cc(C#N)c(NC(=O)c2ccnn2C)cc1OCC	6%	4%
19	Cn1nnnc1SCC(=O)Nc1ccccc1-c1ccccc1	-8%	-11%
20	O=c1c[n+](CC[n+]2cc(=O)o[nH]2)[nH]o1	-4%[9.22 µM]	6%[9.22 µM]
21	COc1ccc(S(=O)(=O)N2CCCC(C(=O)NCc3ccccn3)C2)cc1Cl (stereo not drawn)	2%	6%
22	CCOc1ccc(NC(=O)Cn2nc(-c3ccncc3)ccc2=O)cc1	1%	-34%
23	Cn1c(=O)n2n(c1=O)[C@H]1[C@H](O)[C@H]3O[C@@H]3/C(=N/OC[C@@H](O)COCc3ccco3)[C@@H]1CC2	-1%[9.22 µM]	-2%[9.22 µM]
24	COc1ccc(CCNC(=O)c2ccc(CS(=O)(=O)Cc3cccc(C)c3)o2)cc1OC	-15%	-29%

nr	IkB sig inh	Imprint erasure
17	2.1%	-11%
18	-2.8%	9%
19	-9.8%	0%
20	0.9%[11.4 µM]	-11%[10.9 µM]
21	2.9%	-15%
22	1.5%	0%[10.9 µM]
23	nt	nt
24	?	-14%[10.9 µM]

The list goes on:
nr	Molecule	p53ts 32C kill	p53ts 39C tox
25	CCOC(=O)c1ccccc1NC(=O)c1sc2ncn(Cc3cccc(F)c3)c(=O)c2c1C	-5%	-12%
26	CCOc1ccc(-c2cc(NC(=O)Nc3ccccc3C(F)(F)F)c(C(=O)OC)s2)cc1	-20%	?
27	CN(C(=O)CSc1nc2ccccc2n1Cc1ccccc1C#N)c1ccccc1	7%	-1%
28	O=C(Cn1c(=O)n(-c2ccc(F)c(Cl)c2)c(=O)c2sc3ccccc3c21)NC1CCCCC1	-1%	10%
29	CCOC(=O)N1CCC(N2CCN(c3cc(C)ccc3C)CC2)CC1	-6%	2%
30	Cn1c(=O)c2cc(S(=O)(=O)N3CCOCC3)ccc2n(C)c1=O	-3%	5%
31	O=C(Nc1cc(C(F)(F)F)ccc1Cl)c1ccc2c(c1)CCN2S(=O)(=O)c1ccccc1	4%	-25%
32	Cc1cc(Cl)ccc1NC(=S)N1CCN(Cc2ccccc2)CC1	-10%	8%

nr	IkB sig inh	Imprint erasure
25	?	-18%[10.9 µM]
26	0.8%	13%[10.9 µM]
27	?	-13%[10.9 µM]
28	?	-12%[10.9 µM]
29	0.3%	-12%
30	-0.7%	18%
31	0.3%	-14%[10.9 µM]
32	nt	nt

Structural class: those above with a furan ring, fused or not.
nr	Molecule	p53ts 32C kill	p53ts 39C tox
23	Cn1c(=O)n2n(c1=O)[C@H]1[C@H](O)[C@H]3O[C@@H]3/C(=N/OC[C@@H](O)COCc3ccco3)[C@@H]1CC2	-1%[9.22 µM]	-2%[9.22 µM]
24	COc1ccc(CCNC(=O)c2ccc(CS(=O)(=O)Cc3cccc(C)c3)o2)cc1OC	-15%	-29%

nr	IkB sig inh	Imprint erasure
23	nt	nt
24	?	-14%[10.9 µM]

(cont.)
nr	Molecule	p53ts 32C kill	p53ts 39C tox
33	Oc1ccc(-c2[nH]ncc2-c2ccc(Cl)cc2)c(O)c1	20%	12%
34	C[N@@+]1(CC[N@@+]2(C)CCC[C@H]2c2cccnc2)CCC[C@@H]1c1cccnc1	5%[9.22 µM]	5%[9.22 µM]
35	CC(=O)OCC(=O)[C@]1(O)C(OC(C)=O)CC2C3CCC4=CC(=O)C=C[C@@]4(C)[C@]3(F)C(O)C[C@]21C (stereo partly drawn)	8%	-3%
36	N#CCOc1nc(N2CCOCC2)nc(N2CCOCC2)n1	-8%	-4%
37	COc1ccc(OC)c(CNC(=O)c2cc(S(=O)(=O)N3CCC(C)CC3)cn2C)c1	-4%	-6%
38	CCCc1cc(C(=O)Nc2cccnc2)no1	-22%	-21%
39	CC1CCCN(CCCNC(=O)c2cc3c(Cl)nc4ccccc4c3s2)C1 (stereo not drawn)	-11%	?
40	COc1ccc(S(=O)(=O)N2CCSC2c2ccc(OC)c(OC)c2)cc1 (stereo not drawn)	4%	-5%

nr	IkB sig inh	Imprint erasure
33	?	-5%
34	0.5%[11.4 µM]	15%[10.9 µM]
35	nt	-3%
36	-0.6%	1%
37	3.3%	-10%[10.9 µM]
38	13%	-5%
39	-1.0%	-12%[10.9 µM]
40	?	-15%

Entries above that contain two or more sulfur atoms, in the order listed:
nr	Molecule	p53ts 32C kill	p53ts 39C tox
3	COc1ccc(S(=O)(=O)N(CC(=O)NCCSc2ccccc2)c2ccc(C)cc2)cc1	13%	1%
40	COc1ccc(S(=O)(=O)N2CCSC2c2ccc(OC)c(OC)c2)cc1 (stereo not drawn)	4%	-5%

nr	IkB sig inh	Imprint erasure
3	?	-15%[10.9 µM]
40	?	-15%

Single records (already shown).
COc1ccc(OC)c(CNC(=O)c2cc(S(=O)(=O)N3CCC(C)CC3)cn2C)c1 is listed as p53ts 32C kill = -4%; p53ts 39C tox = -6%; IkB sig inh = 3.3%; Imprint erasure = -10%[10.9 µM]
C[N@@+]1(CC[N@@+]2(C)CCC[C@H]2c2cccnc2)CCC[C@@H]1c1cccnc1 is listed as p53ts 32C kill = 5%[9.22 µM]; p53ts 39C tox = 5%[9.22 µM]; IkB sig inh = 0.5%[11.4 µM]; Imprint erasure = 15%[10.9 µM]
Oc1ccc(-c2[nH]ncc2-c2ccc(Cl)cc2)c(O)c1 is listed as p53ts 32C kill = 20%; p53ts 39C tox = 12%; IkB sig inh = ?; Imprint erasure = -5%

Additional compounds follow:
nr	Molecule	p53ts 32C kill	p53ts 39C tox
41	CC(=O)NCCc1ccc(S(=O)(=O)N2CCOCC2)cc1	-4%	-1%
42	CC1(C)CNC(=O)c2sc(N3CCCCC3)nc2C1	-19%	-29%
43	COc1ccc(-c2nc(Cn3c(=O)cc(C)c4c(C)nn(-c5ccccc5)c43)c(C)o2)c(OC)c1	4%	?
44	CCCCOCCCNC(=O)Cc1cccs1	4%	7%
45	O=C(COc1ccc(-c2nnco2)cc1)N1CCN(S(=O)(=O)c2ccccc2)CC1	-6%	-14%
46	O=S(=O)(NCC(Nc1ccc(Cl)cc1)c1ccccc1)c1ccccc1 (stereo not drawn)	?	22µM*
47	CC(=O)c1cccc(NC(c2ccc(F)cc2)c2nnc(-c3ccccc3)o2)c1 (stereo not drawn)	8%	-7%
48	N#CC(C(N)=O)=C1CCC2(CC1)OCCCCO2	4%	2%

nr	IkB sig inh	Imprint erasure
41	-3.1%	nt
42	-0.1%	-13%
43	-1.6%	-9%[10.9 µM]
44	-0.3%	-4%
45	2.1%	-10%
46	?	-1%[10.9 µM]
47	?	-15%[10.9 µM]
48	-0.4%	7%

Carrying on:
nr	Molecule	p53ts 32C kill	p53ts 39C tox
49	Cc1cc(Nc2cccc(F)c2)nc(-c2ccccc2O)n1	?	16µM*
50	CCCCCOc1ccc(C(=O)NC(CCC)C(=O)O)cc1 (stereo not drawn)	-11%	-5%
51	CCC(=O)Nc1ccc(NC(=O)Cc2ccccc2)cn1	-5%	-10%
52	COc1ccc(C2=NC(c3ccncc3)=Nc3ccc(Br)cc3N2)cc1	7%	-9%
53	O=C(Nc1ccc(F)cc1F)C1CCN(S(=O)(=O)c2ccc3[nH]c(=O)ccc3c2)CC1	4%	-7%
54	CCn1ccc2c(OCC(=O)Nc3ccccc3C)cccc2c1=O	8%	-10%
55	O=c1c2cccnc2[nH]c(=S)n1CCCN1CCN(c2ccccc2F)CC1	-9%	-12%
56	CCc1ccc(CCC(=O)Nc2nnc(C)s2)o1	3%	11%

nr	IkB sig inh	Imprint erasure
49	?	-23%
50	-0.1%	0%
51	0.6%	-13%
52	?	-9%[10.9 µM]
53	?	3%[10.9 µM]
54	?	13%[10.9 µM]
55	-0.8%	-15%
56	0.5%	-5%

Other compounds
nr	Molecule	p53ts 32C kill	p53ts 39C tox
57	O=C(O)Cn1c(=O)oc2cc(S(=O)(=O)N3CCOCC3)ccc21	7%	4%
58	O=C(COc1ccccc1[N+](=O)[O-])Nc1cc(-c2nc3cc(Cl)ccc3o2)ccc1Cl	-8%	27%
59	Cc1ccc(C(=O)N2CCc3cc(CNS(=O)(=O)c4cccs4)ccc32)cc1	1%	-7%
60	Cc1[nH]nc2ncc(C(=O)c3ccccc3O)cc12	22%	0%
61	c1ccc2c(CNn3cnnc3)cccc2c1	9%	14%
62	O=C(COc1ccc(Cl)cc1)NCCCn1ccnc1	2%	11%
63	COc1ccc(NC(=O)CC2C(=O)N(c3ccc(C)cc3)C(=O)N2CCc2ccccc2)cc1 (stereo not drawn)	12%	-9%
64	O=C1c2ccccc2C(=O)N1c1ccc(-c2nc3ccccc3o2)cc1	0%	4%

nr	IkB sig inh	Imprint erasure
57	2.6%	-4%
58	?	-12%[10.9 µM]
59	?	-6%[10.9 µM]
60	?	-12%
61	1.1%	14%
62	-0.6%	-14%
63	?	-7%[10.9 µM]
64	1.0%	24%
